ALOX12 inh – inhibitors of human 12S-lipoxygenase ALOX12; P18054; purified 12hLO, xylenol orange hydroperoxide absorbance; Potency, µM (series often up to 108 µM), without a hit: at the highest dose activity change, negative = inhibition, hits mostly inhibitors; actives 1.1% (n = 580,000); AID 1671190; active = well fitted inhibition curve with a large enough effect; inconclusive = small, poorly fitted or top-dose-only effect, or another doubt; inactive = no such curve, though single readings can be large or run the other way
Target sequence (P18054 whole entry, looked up): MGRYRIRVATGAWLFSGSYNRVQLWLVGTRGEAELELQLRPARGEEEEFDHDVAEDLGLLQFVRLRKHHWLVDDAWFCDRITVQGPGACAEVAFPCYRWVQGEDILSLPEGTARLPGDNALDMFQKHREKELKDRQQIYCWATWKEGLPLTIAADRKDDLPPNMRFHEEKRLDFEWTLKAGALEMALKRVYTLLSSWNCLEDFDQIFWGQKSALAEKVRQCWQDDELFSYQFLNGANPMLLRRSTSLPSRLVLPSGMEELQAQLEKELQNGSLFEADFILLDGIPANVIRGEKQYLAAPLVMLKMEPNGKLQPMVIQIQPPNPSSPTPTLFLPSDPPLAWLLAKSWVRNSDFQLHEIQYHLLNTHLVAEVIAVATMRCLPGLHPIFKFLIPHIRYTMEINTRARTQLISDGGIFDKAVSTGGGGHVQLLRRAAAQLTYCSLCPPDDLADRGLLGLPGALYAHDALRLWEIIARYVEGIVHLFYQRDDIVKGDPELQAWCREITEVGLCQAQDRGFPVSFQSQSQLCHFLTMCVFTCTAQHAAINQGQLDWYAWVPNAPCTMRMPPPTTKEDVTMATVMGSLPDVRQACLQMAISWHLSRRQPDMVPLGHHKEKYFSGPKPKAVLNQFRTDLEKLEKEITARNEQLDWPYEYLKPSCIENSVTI
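Hydroperoxide product was detected by ferrous iron/xylenol orange as the 573 to 405 nm absorbance ratio. Arachidonic acid at 40 uM (final) was turned over for 30 min at room temperature by 150 nM human 12hLO, pH 7.0 Hepes buffer, after 15 min compound preincubation.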
* hit, by the source's call; ? = inconclusive; [ ] = dose if it differs, or a comment. % is set by controls: 0 for no effect and ±100 for the full control effect; potency is the fitted concentration of half-maximal effect. These rows are one share of the data; rates above refer to the full screens.

SMILES	ALOX12 inh
CC(C)N(C)C(=O)Cn1ncc(N(C)CCc2ccccc2)cc1=O	20.6%
Cc1noc(C)c1S(=O)(=O)N(C)CC(=O)Nc1ccc(C(C)(C)C)cc1	8.0%
CC(C)C[C@H]1CN(CCCC[C@@H]2CNC(=O)C(=O)N2CC2CCCCC2)C(=O)C(=O)N1Cc1ccccc1	-12.1%
Cc1cn2nc(C(=O)NCc3ccc(F)cc3)cc2c(N(C)Cc2ccccc2)n1	19.7%
Cc1ccc(N(C(C)C(=O)NCc2ccccc2)S(C)(=O)=O)cc1C (configuration not stated)	?
O=C(CN1N=C(c2ccccc2F)c2cc(Cl)ccc2S1(=O)=O)Nc1cc(F)ccc1F	?
Cc1cc(C)n(Cc2cccc(C(=O)N[C@@H]3CCNC[C@H]3O)c2)n1	?
Cc1ccc(NC(=O)CCCc2cccs2)c(F)c1	-1.0%
COC1C(=O)N(c2cccc(F)c2)C12CCN(C(=O)c1cn(C)cn1)CC2 (configuration not stated)	9.7%
O=c1cnc2cnc(N3CCOCC3)nc2n1Cc1cccs1	0.0%
COc1cc(C(=O)NC2CCN(c3cc(-c4ccc(Cl)cc4)[nH]n3)C2)cc(OC)c1OC (configuration not stated)	?
CSc1cccc(NC(=S)NCCSc2ccc(Cl)cc2)c1	35.5µM*
COc1ccc(NC(=O)CSc2nncn3c2cc2oc(C)cc23)c(OC)c1	-23.7%
COc1cccc(OC)c1CN1CCC2(CCC(CNC(=O)c3ccn(C)n3)O2)CC1 (configuration not stated)	9.0%
O=C(CCc1nc2ccccc2s1)N1CC2CC(C1)[C@H]1CCCC(=O)N1C2 (some centres not stated)	13.5%
CCN(CC)Cc1cnc2c(C(=O)N3CCCC(C(N)=O)C3)cnn2c1 (configuration not stated)	21.8%
Cc1ccc2nc(C(=O)NCCc3nc(C)cc(C(F)(F)F)n3)cn2c1	-3.7%
Cc1ccccc1C1(CC(=O)N2CCCCC2c2cccnc2)CC(=O)N(C2CCCC2)C1=O (configuration not stated)	-19.9%
Nc1cccc2c(N)cccc12	-81.5%
Cc1cccc(C2C3=C(COC3=O)Nc3c2c(=O)[nH]c(=O)n3CC(C)C)c1 (configuration not stated)	?
Cc1ccc(NC(=O)CN2c3ccc(S(N)(=O)=O)cc3CC2C)cc1 (configuration not stated)	5.1%
Cc1nc(NC2CC2)sc1C(=O)N1CCC(C(N)=O)CC1	46.3%[activator]
COc1ccc(-c2ccc3nc(-c4ccc(F)c(F)c4)oc3c2)c(OC)c1OC	44.0%[activator]
CCC1CN(CC(=O)Nc2ccc(NC(C)=O)cc2)c2ccccc2S1 (configuration not stated)	?
C=CCNC(=O)NC(=O)CN(C)C(C)c1ccccc1OC (configuration not stated)	25.5%
Cn1cccc1C(=O)N1CCCC(c2nc(CCOCC3CCOCC3)no2)C1 (configuration not stated)	-14.7%
CN(Cc1ccsc1)C(=O)C1CC=CCC1c1nc2ccccc2s1 (configuration not stated)	?
COc1ccc(C2(C(=O)N(C)Cc3ccc(OC(F)(F)F)cc3)CCOCC2)cc1	?
COc1ccc2cc(C(=O)N3CC(N(Cc4cccnc4)S(C)(=O)=O)C3)[nH]c2c1	1.9%
O=C(c1ccc(Cl)cc1)N1CC2(CCN(Cc3ccncc3)C2)OCc2ccccc21 (configuration not stated)	-1.0%[6.33 µM]

Among those listed so far, two have a CF3 group.
SMILES	ALOX12 inh
Cc1ccc2nc(C(=O)NCCc3nc(C)cc(C(F)(F)F)n3)cn2c1	-3.7%
COc1ccc(C2(C(=O)N(C)Cc3ccc(OC(F)(F)F)cc3)CCOCC2)cc1	?

Going on with the list:
SMILES	ALOX12 inh
CCCCn1nc(C(=O)Nc2ccc(C)cc2Br)c2ccccc2c1=O	11.0%
Oc1ccc(Cl)cc1C=NCc1cccc(Cl)c1	?
C=CCNc1cccc2c1S(=O)(=O)N[C@H](CC(C)C)CO2	-16.0%
Cc1cccc(Oc2ccc(S(=O)(=O)N3CCCCC3)cc2NCC(=O)Nc2cc(C)on2)c1	-21.2%
CCn1nccc1C(=O)N1CCC(N2CC(OCCOC)C23CCCCC3)CC1 (configuration not stated)	10.0%
COc1ccc2cc(C(=O)N(C)C3CCc4nn(C)c(=O)n4CC3)[nH]c2c1 (configuration not stated)	17.0%
COc1ccc(S(=O)(=O)N2CCN(Cc3ncc(-c4ccc(F)cc4)o3)CC2)cc1	-18.3%
O=C1CC(c2noc(-c3cc(F)cc(F)c3)n2)CN1c1ccc(F)c(Cl)c1 (configuration not stated)	21.6%
CC(=O)Nc1ccc(S(=O)(=O)[C@H]2CS(=O)(=O)C[C@@H]2N2CCC(C)CC2)cc1	-88.9%
COc1ccc(-c2nc3cc(C)ccc3cc2CN2CCC(NC(C)=O)C2)cc1 (configuration not stated)	3.1%
O=C1c2ccccc2C(c2nnnn2-c2ccc3c(c2)OCCO3)N1Cc1cccs1 (configuration not stated)	3.2%
CNC(=O)CC1CCOC2(CCN(S(=O)(=O)c3ccc(C#N)cc3)CC2)C1 (configuration not stated)	19.8%
COc1nc2ccccc2nc1N1CCC(C(=O)Nc2c(F)cccc2F)CC1	2.1%
O=C(COC(=O)C12CC3CC(CC(C3)C1)C2)Nc1ccc(F)cc1[N+](=O)[O-]	0.2%
COc1ccc(-c2noc(CC3CCN(C(=O)c4ccc(C)nc4)CC3)n2)cc1	67.6%[activator]
Cc1ccc(NS(=O)(=O)c2cccc(C(=O)Nc3ccc4oc(C)nc4c3)c2)cc1	0.0%
CC(C)Cn1nc(C(=O)Nc2nc3c(s2)CN(Cc2ccccc2)CC3)c2ccccc2c1=O	?
COc1cccc(N2C(=O)NC(=NC3CCCC3)C23CCCN(Cc2cccnc2)C3)c1 (configuration not stated)	-2.0%[6.33 µM]
C=CCN(CC(F)(F)F)C(=O)c1nc(-c2ccccc2)n(-c2ccccc2)n1	6.5%
Cc1ccc(C(CCNCCN(C)C)C2CCOC(C)(C)C2)cc1 (configuration not stated)	?
O=C(N[C@@H]1[C@@H](Cc2ccccc2)[C@H]2OCC[C@@H]12)N1CCOCC1	-6.9%
Cn1nc(C(=O)N2CC(N(C3CCOCC3)S(C)(=O)=O)C2)c2ccccc21	45.8%
COc1ccc(C(=O)N2CCC3(CC2)CC(c2ccccc2)=NO3)cc1	45.2%[activator]
O=C1NCCN1C1CCN(Cc2cncs2)CC1	2.3%[12.5 µM]
O=C(Nc1cccc(Cl)c1)c1cnc2c(c1)N([S+](=O)([O-])c1cccnc1)CCC2	13.9%[176 µM]
CCOC(=O)CC(NC(=O)c1cc2cc(Cl)ccc2oc1=O)c1ccccc1Cl (configuration not stated)	47.4%[activator]
COc1ccccc1NC(=O)C1=C(C)NC(Nc2nc3ccccc3o2)=NC1c1ccccc1 (configuration not stated)	-9.9%
O=[S+]1([O-])NC2(CCCN(Cc3c(F)cccc3F)C2)COc2ccccc21 (configuration not stated)	-2.9%[6.33 µM]
COCCOCC1(CNC(=O)C2CCCC2)C[C@@H](O)[C@@H](O)C1 (some centres not stated)	75.1%[activator][176 µM]
CCOc1ccc(NC(=O)N2CC3CC(C2)[C@H]2CCCC(=O)N2C3)cc1 (some centres not stated)	10.0%
O=C(Cc1cccc(F)c1)NCc1ccnc(OCc2ccccc2)c1	12.7%
Cc1cc(C)cc(NC(=O)c2ccc3c(c2)N(C)C2CCCCN2C3=O)c1 (configuration not stated)	5.2%
O=C(CSc1ncnc2c1sc1cccc(F)c12)NC1CC1	?
COC(=O)C(c1ccccc1)(c1cn(C)c2ccccc12)C(Nc1ccccc1)c1ccccc1 (configuration not stated)	-8.7%
O=C(CN1C(=O)NC2(CCCCC2)C1=O)Nc1cc(F)ccc1F	17.9%
Cc1nc2cnc(N3CCN(C)CC3)nc2n(Cc2ccc(F)cc2)c1=O	?
O=C(c1ccccc1F)N1CCC2(CC1)C(=O)NCN2Cc1ccc(Cl)cc1	22.4%
COc1ccc(C2(c3ccc(OC)cc3)C=Cc3c(c(OC)cc4ccccc34)O2)cc1	?
N#Cc1ccc(CN2CC[C@@]3(CCCN(C(=O)c4ccco4)C3)C2)cc1	6.5%[57.4 µM]
COc1ccc(/C=C/c2ccc3c(c2)C(=O)N2C[C@@H](NC(=O)c4cccn4C)C[C@H]2C(=O)N3)cc1	-7.0%
N#Cc1cccc(C(=O)NC(c2ccccc2)c2cccs2)c1 (configuration not stated)	0.4%
O=C(NC1CC1)c1cccc(NS(=O)(=O)c2cc(F)cc(F)c2)c1	-29.7%
CCOC1CCOC2(CCN(C(=O)c3nn(C)c4ccccc34)CC2)C1 (configuration not stated)	16.6%
CC(OC(=O)c1n[nH]c(=O)c2ccccc12)C(=O)Nc1c(F)cccc1F (configuration not stated)	2.5%
CC(C)c1nc(CCN(C)C(=O)C(c2cccnc2)N2CCOCC2)no1 (configuration not stated)	24.0%
CCCn1nc(C(=O)N(CC)c2ccccc2C)c2ccccc2c1=O	11.9%
CN1Cc2ncnc(N3CCC(c4ccccc4)CC3)c2CN(c2ccccc2)C1=O	-1.6%
O=C(CC1CCCN(c2cnn(CC3CC3)c(=O)c2)C1)NCCN1CCOCC1 (configuration not stated)	17.3%
O=C(CCc1nnn2c1CN(C(=O)Nc1ccccc1)CC2)N1CCOCC1	25.1%
Cc1cc(F)ccc1S(=O)(=O)Nc1cccc(N2CCCS2(=O)=O)c1	-39.7%

The results go on.
SMILES	ALOX12 inh
O=C(NCc1ccc(F)cc1)c1nc(-c2cccnc2)c2cnccn12	79.0%[activator][176 µM]
CC(=O)N1Cc2ccccc2CC2(CCCN2CCc2ccccc2)C1 (configuration not stated)	10.4%[6.33 µM]
c1cc2c(cc1-c1csc(NC3CC3)n1)OCCCO2	?
O=C(c1cc(F)ccc1F)N1CCCC2(C1)NC(=O)N(Cc1ccccc1)C2=O (configuration not stated)	26.3%
CC(C)NC(=O)c1ccc(NC(=O)C(F)(F)C2(F)OC(F)(F)C(F)(F)C2(F)F)cc1 (configuration not stated)	48.2%[activator]
CC(=O)NNC(=S)Nc1ccc(Br)cc1	40.9%[activator]
CCOc1ccccc1CN1C[C@@H](CO)[C@H](C2CCN(C(C)=O)CC2)C1	63.4%[activator]
CC(C)NS(=O)(=O)c1cccc(C(=O)OCc2nc3ccccc3o2)c1	-8.3%
O=C(c1cccs1)N1CC(Oc2cccc(-c3nc(-c4ccccc4)no3)c2)C1	27.0%
C=CCN(CC=C)C(=O)c1c(-c2ccccc2)noc1[C@H](C)O	?
CC(=O)N1N=C(c2ccccc2Cl)CC1c1ccc2nccnc2c1 (configuration not stated)	8.8%
COc1cccc(-c2nc(Cl)nc3cc(Cl)ccc23)c1	4.2%
Cc1cc(SCC(=O)NCCC#N)nc2ccccc12	5.2%
CC(C)NC(=O)C1(CCO)CCN(c2ncccn2)C1 (configuration not stated)	45.6%[activator]
CC(NCc1cccc(C#N)c1)c1cc2ccccc2o1 (configuration not stated)	?
O=C(Nc1cc(-c2cccc(Cl)c2)no1)c1noc2c1COc1ccccc1-2	-3.5%
COc1ccc(-c2nc(CC3CCN(C(=O)c4ccnn4C)C3)no2)cc1 (configuration not stated)	34.1%[activator]
CN1CCN(C(c2ccccc2)c2nnnn2C(C)(C)C)CC1 (configuration not stated)	-6.0%
Cc1ccc(C(=O)NNC(=S)Nc2ccccc2)cc1	?
O=C(C1CC1)N1CCC2(CC1)CC(N1CCCC1)CCO2 (configuration not stated)	98.5%[activator]
CC(C)CNC(=O)CN1CCN(c2cccc(F)c2C#N)CC1	?
Nc1nc2c(Br)ccc(Br)c2cc1C(=O)NCCc1ccccc1	-9.0%
Cc1nn(-c2ccccc2)c(C)c1[C@@H]1C=C[C@@H](NCc2ccc(F)cc2)C1	-1.5%[176 µM]
CCC(CC)C(=O)Nc1ccccc1SCc1cc(=O)n2ccsc2n1	24.5%
O=C(C1CCCC1)N1C[C@@H](COc2ccncc2)[C@H](c2ccccn2)C1	18.4%
Cc1ccc(-c2cnc(CCC(=O)Nc3cccc(F)c3)o2)cc1C	-27.0%
CCCCc1c(-c2ccccc2OC)ncn1CCc1ccc(Cl)cc1	?
Cc1cc(N2CCN(C(=O)OC(C)(C)C)C[C@H]2C)ccc1N1CCN(Cc2ccccc2)[C@H](C)C1	-0.8%
COc1cccc(C(=O)N2CCc3nc(C)nc(-c4ccc(O)cc4)c3C2)c1	1.6%
CNC(=O)c1ccn2nccc2c1	28.2%[176 µM]
CC(C(=O)NCC1CCCO1)N1C(=O)COc2ccc(C(=O)COc3ccc(F)cc3F)cc21 (configuration not stated)	26.9%
Cc1oc(-c2nc(C#N)c(NCc3cccnc3)o2)cc1S(=O)(=O)N(C)c1ccccc1	12.2%
COc1ccc(C)cc1NC(=O)Cn1c(N2CCc3ccccc3C2)nc(C)cc1=O	-2.3%

Compounds above that contain a Cl atom (13):
SMILES	ALOX12 inh
O=C(CN1N=C(c2ccccc2F)c2cc(Cl)ccc2S1(=O)=O)Nc1cc(F)ccc1F	?
COc1cc(C(=O)NC2CCN(c3cc(-c4ccc(Cl)cc4)[nH]n3)C2)cc(OC)c1OC (configuration not stated)	?
CSc1cccc(NC(=S)NCCSc2ccc(Cl)cc2)c1	35.5µM*
O=C(c1ccc(Cl)cc1)N1CC2(CCN(Cc3ccncc3)C2)OCc2ccccc21 (configuration not stated)	-1.0%[6.33 µM]
Oc1ccc(Cl)cc1C=NCc1cccc(Cl)c1	?
O=C1CC(c2noc(-c3cc(F)cc(F)c3)n2)CN1c1ccc(F)c(Cl)c1 (configuration not stated)	21.6%
O=C(Nc1cccc(Cl)c1)c1cnc2c(c1)N([S+](=O)([O-])c1cccnc1)CCC2	13.9%[176 µM]
CCOC(=O)CC(NC(=O)c1cc2cc(Cl)ccc2oc1=O)c1ccccc1Cl (configuration not stated)	47.4%[activator]
O=C(c1ccccc1F)N1CCC2(CC1)C(=O)NCN2Cc1ccc(Cl)cc1	22.4%
CC(=O)N1N=C(c2ccccc2Cl)CC1c1ccc2nccnc2c1 (configuration not stated)	8.8%
COc1cccc(-c2nc(Cl)nc3cc(Cl)ccc23)c1	4.2%
O=C(Nc1cc(-c2cccc(Cl)c2)no1)c1noc2c1COc1ccccc1-2	-3.5%
CCCCc1c(-c2ccccc2OC)ncn1CCc1ccc(Cl)cc1	?

Bioassay records from PubChem BioAssay.
